From PubChem
ABCB6 inh MLPCN: ABCB6 transporter inhibitors, primary screen, K562-ABCB6 cells, flow cytometry, MLPCN library; fluorescence ratio to DMSO, % at 10 µM; hit rate 0.19% among 360,000; AID 602162, 2011; K562-ABCB6 porphyrin accumulation, 1 h; hits give low values; ATP-binding cassette sub-family B member 6 (Homo sapiens), Q9NP58;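 active means fluorescence ratio to DMSO below 75%, the collection mean minus 3 SD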;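 further: signal is porphyrin accumulated inside mitochondria; 100% equals median channel fluorescence of DMSO control wells; lower ratio means ABCB6 inhibition with less porphyrin fluorescence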
ABHD5 PLIN5 PPI: ABHD5-PLIN5 interaction inhibitors, primary screen, cell lysate, split luciferase complementation, luminescence; AID 602281, 2012; inhibition, % at 4 µM; Perilipin-5 (Homo sapiens) + 1-acylglycerol-3-phosphate O-acyltransferase ABHD5 (Homo …; Split G. princeps luciferase complementation, 4 h; hit rate 0.78% among 360,000;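 active means inhibition above the mean inhibition across every tested compound plus 3 SD, cut at about 22% in these data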;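 further: 0% = DMSO only wells and the 100% control is not disclosed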
Exocytosis inh: LAMP-1 surface exposure blockers, TALL-104 cells – cell-based, flow cytometry, MLPCN library, primary screen; TALL-104 LAMP-1 surface exposure; cells stimulated with thapsigargin and PMA; inhibition, % at 10 µM; hit rate 0.66% among 360,000;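 active means inhibition above about 55%, limit read from the data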
CaV13 FRET inh: Primary screen for inhibitors of IQ motif and Ca2+-dependent inactivation inhibitor domain binding in CACNA1D, Förster resonance energy transfer in living cells, … | HEK cells, CFP/YFP FRET ICDI-IQ, plate reader, 10 min; percent FRET-ratio fall versus neutral wells | inhibition, % at 12.3 µM | hit rate 0.098% among 340,000 | AID 743397;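 active means mean replicate inhibition of at least 30% and at least 1% of replicates passing that level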;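 further: 0% = median of the neutral control wells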
MC4R ag barr: MC4R agonists recruiting beta-arrestin, primary screen, cell-based, luminescence, agonist arm of biased-ligand search | hit rate 0.98% among 360,000 | U2OS MC4R beta-arrestin complementation; percent of melanotan II response, DMSO zero | Melanocortin receptor 4 (Homo sapiens), P32245 | activation, % at 8.9 µM;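 active means activation above a per-plate cutoff, the mean activation of sample wells on that plate plus 3 SD, cut at about 8% in these data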
H9c2 protect: cardioprotection against H2O2-induced cell death, primary screen, uHTS, H9c2 cells, ATPLite luminescence; H9c2 cardiomyocytes, H2O2 injury protection, 2 h; hit rate 0.63% among 360,000; protection from H2O2 cell death, % at 20 µM; AID 588492, 2011;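 active means compounds giving at least 50% protection of heart cells from peroxide-induced death in the single-dose screen, raw or plate-pattern-corrected value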;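 further: 0% = DMSO wells with peroxide and 100% = DMSO wells without peroxide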
N-glyco inh: increase of ERlucT glycosylation luciferase signal, primary screen, N-linked glycosylation inhibitor project, D54 ERlucT cells, luminescence, set 2; D54 ERlucT glycosylation luciferase reporter, 24 h; percent of 100 nM tunicamycin response; reporter increase, % at 12.5 µM; hit rate 0.23% among 360,000;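 active means mean luciferase reporter signal, scaled so untreated is 0 and the glycosylation-blocking control 100, at or above a set limit in every replicate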;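 further: luciferase carries N-glycosylation sites so blocking glycosylation raises the light; 0% = median of neutral control wells and 100% = median of 100 nM tunicamycin wells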
MC4R antag cAMP: MC4R antagonists of cAMP signaling, primary screen, cell-based, TR-FRET, antagonist arm of biased-ligand search; Melanocortin receptor 4 (Homo sapiens), P32245; MC4R-expressing cells, MTII-stimulated cAMP, LANCE TR-FRET; inhibition, % at 6.5 µM; hit rate 0.48% among 360,000;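 active means inhibition above its plate's cutoff, the mean of tested wells on that plate plus 3 SD, cut at about 29% in these data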;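 further: 0% = Melanotan II alone and 100% = Melanotan II plus saturating MCL0020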
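Test system: U2OS cells stably expressing human melanocortin 4 receptor (MC4R); also added: Melanotan II challenge; compound: 6.5 µM single dose; timing: 30-min compound preincubation, 1-h Melanotan II challenge, 1-h detection, room temperature; signal: Eu-cAMP/anti-cAMP TR-FRET, emission 671 nm; repeats: one well per compound, no replicates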
m5-HT2A agonist: mouse Htr2a agonists via beta-arrestin recruitment, primary screen, cell-based, luminescence; 5-hydroxytryptamine receptor 2A (Mus musculus), P35363; activation, % at 7.6 µM; hit rate 0.66% among 360,000; AID 624169, 2012; CHO-K1 mHTR2A beta-arrestin complementation; percent of 30 µM serotonin response;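 active means activation above a run cutoff, the mean activation of all tested compounds plus 3 SD, cut at about 14% in these data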;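 further: 0% = plate median of compound wells and 100% = 30 µM serotonin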
Target sequence (P35363 whole entry, looked up): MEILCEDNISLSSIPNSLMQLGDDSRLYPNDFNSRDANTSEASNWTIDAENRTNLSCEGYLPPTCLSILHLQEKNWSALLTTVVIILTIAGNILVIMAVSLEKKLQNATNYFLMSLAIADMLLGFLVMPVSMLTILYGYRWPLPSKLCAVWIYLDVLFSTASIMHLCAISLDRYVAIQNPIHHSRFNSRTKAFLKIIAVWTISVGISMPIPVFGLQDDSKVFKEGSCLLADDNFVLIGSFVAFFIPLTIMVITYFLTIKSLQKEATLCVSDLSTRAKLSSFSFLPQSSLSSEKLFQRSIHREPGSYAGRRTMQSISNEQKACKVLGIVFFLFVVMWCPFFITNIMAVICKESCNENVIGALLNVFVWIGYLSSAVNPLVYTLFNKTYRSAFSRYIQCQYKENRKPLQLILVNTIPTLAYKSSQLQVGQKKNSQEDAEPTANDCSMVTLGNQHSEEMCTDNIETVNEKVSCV
PDI inh: inhibitors of human PDI, primary screen, biochemical, turbidity, single point, plate reader | Protein disulfide-isomerase (Homo sapiens), P07237 | AID 588391, 2011 | hit rate 0.052% among 350,000 | inhibition, % at 10 µM | PDI insulin aggregation turbidity, A650, 90 min;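 active means mean inhibition across replicates of 30% or more, whatever share of single replicates reach that level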;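 further: absorbance from insulin aggregation driven by PDI reduction with DTT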
Target sequence (P07237 whole entry, looked up): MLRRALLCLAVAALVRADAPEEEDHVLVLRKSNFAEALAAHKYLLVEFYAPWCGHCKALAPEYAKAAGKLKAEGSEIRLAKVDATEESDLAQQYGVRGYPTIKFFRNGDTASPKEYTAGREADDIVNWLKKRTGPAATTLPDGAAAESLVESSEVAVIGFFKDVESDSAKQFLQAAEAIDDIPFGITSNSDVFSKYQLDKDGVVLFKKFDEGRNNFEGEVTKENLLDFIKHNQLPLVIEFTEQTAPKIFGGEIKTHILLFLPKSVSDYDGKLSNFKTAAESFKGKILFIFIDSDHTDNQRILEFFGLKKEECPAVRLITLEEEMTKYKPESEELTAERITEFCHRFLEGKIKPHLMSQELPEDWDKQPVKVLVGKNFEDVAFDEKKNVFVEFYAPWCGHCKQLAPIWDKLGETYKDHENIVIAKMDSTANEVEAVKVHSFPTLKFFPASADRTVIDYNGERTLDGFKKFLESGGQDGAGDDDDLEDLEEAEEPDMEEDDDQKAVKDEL
* = called active by the depositor.

Screening Cc1[nH]c2ccccc2c1C(=O)COC(=O)c1cccc(S(=O)(=O)N2CCCCC2)c1 returned ABCB6 inh MLPCN 98, ABHD5 PLIN5 PPI 1, Exocytosis inh -4, CaV13 FRET inh -4, MC4R ag barr 1.5, H9c2 protect -4, N-glyco inh -4, MC4R antag cAMP -2, m5-HT2A agonist -1 and PDI inh -5.
Screening COC(=O)C(N)Cc1ccc(O)cc1 (configuration not stated) returned ABCB6 inh MLPCN 96, ABHD5 PLIN5 PPI 5, Exocytosis inh 8, CaV13 FRET inh -4, MC4R ag barr 3.1, H9c2 protect 14, N-glyco inh 0, MC4R antag cAMP 6, m5-HT2A agonist -1 and PDI inh 5.
Screening COc1cccc(-n2nnnc2SCC(=O)Nc2ccc3c(c2)OCCO3)c1 returned ABCB6 inh MLPCN 110, ABHD5 PLIN5 PPI -2, Exocytosis inh 3, MC4R ag barr 0.3, H9c2 protect -11, N-glyco inh -1, MC4R antag cAMP 1, m5-HT2A agonist -3 and PDI inh 1.
`Cc1ccc(Cc2c(-c3ccc(C)cc3)nc3cc(C)ccn23)cc1` gave ABCB6 inh MLPCN 100, ABHD5 PLIN5 PPI -7, Exocytosis inh 17, CaV13 FRET inh -10, MC4R ag barr 0.7, H9c2 protect -16, N-glyco inh -8, MC4R antag cAMP -8, m5-HT2A agonist -9 and PDI inh 3.
Screening CCOC(=O)c1ccc(N/C(=N\S(=O)(=O)c2ccc(F)cc2F)c2ccccc2)cc1 returned ABCB6 inh MLPCN 95, ABHD5 PLIN5 PPI -2, Exocytosis inh -2, CaV13 FRET inh -4, MC4R ag barr -1.3, H9c2 protect -7, N-glyco inh 0, MC4R antag cAMP 3, m5-HT2A agonist -6 and PDI inh 9.
Screening O=S1(=O)CCOC[C@H](Cc2ccccc2)N1Cc1cccc(F)c1 returned ABCB6 inh MLPCN 98, ABHD5 PLIN5 PPI 0, Exocytosis inh 8, CaV13 FRET inh -6, MC4R ag barr -1.6, H9c2 protect -3, N-glyco inh -1, MC4R antag cAMP 2, m5-HT2A agonist 4 and PDI inh 4.
Screening Cc1ccccc1NC(=O)COC(=O)c1c(C)nn(-c2ccccc2)c1C returned ABCB6 inh MLPCN 97, ABHD5 PLIN5 PPI 3, Exocytosis inh 1, CaV13 FRET inh -10, MC4R ag barr -0.7, H9c2 protect 1, N-glyco inh 0, MC4R antag cAMP 11, m5-HT2A agonist -2 and PDI inh 1.
CCCn1c(SCC(=O)NC2CC2)nnc1-c1cccs1 was read as ABCB6 inh MLPCN 94, ABHD5 PLIN5 PPI -7, Exocytosis inh 2, MC4R ag barr -2.4, H9c2 protect 3, N-glyco inh 2, MC4R antag cAMP 1, m5-HT2A agonist 5 and PDI inh 13.
CCOC(=O)c1ccc(N2Cc3ccccc3C2=NC(=O)c2cccc([N+](=O)[O-])c2)cc1 was read as ABCB6 inh MLPCN 90, ABHD5 PLIN5 PPI 1, Exocytosis inh 0, CaV13 FRET inh -1, MC4R ag barr -1.1, H9c2 protect 1, N-glyco inh -5, MC4R antag cAMP 3, m5-HT2A agonist 0 and PDI inh 6.
Screening CC(Oc1ccc(Cl)cc1)C(=O)N/N=C/c1ccsc1 (configuration not stated) returned ABCB6 inh MLPCN 87, ABHD5 PLIN5 PPI 7, Exocytosis inh -3, CaV13 FRET inh -2, MC4R ag barr -1.4, H9c2 protect -4, N-glyco inh 1, MC4R antag cAMP -1, m5-HT2A agonist 2 and PDI inh -4.
Screening CCn1c(C)nc2cc(C(=O)NNC(=S)Nc3ccccc3Cl)ccc21 returned ABCB6 inh MLPCN 97, ABHD5 PLIN5 PPI 0, Exocytosis inh 2, CaV13 FRET inh -5, MC4R ag barr -1.1, H9c2 protect -12, N-glyco inh -3, MC4R antag cAMP -4, m5-HT2A agonist -2 and PDI inh 2.
O=C(CCn1c2c(c3ccccc31)CCCC2)NNC(=O)c1ccccc1Cl was read as ABCB6 inh MLPCN 103, ABHD5 PLIN5 PPI -1, Exocytosis inh 10, CaV13 FRET inh -16, MC4R ag barr 0.3, H9c2 protect 2, N-glyco inh 0, MC4R antag cAMP 25, m5-HT2A agonist 2 and PDI inh -2.
For CC[C@H](CO)Nc1nc(Nc2cccc(Cl)c2)c2ncn(C(C)C)c2n1 the results were ABCB6 inh MLPCN 94, ABHD5 PLIN5 PPI -7, Exocytosis inh -6, CaV13 FRET inh -9, MC4R ag barr 4.3, H9c2 protect -23, N-glyco inh -10, MC4R antag cAMP 0, m5-HT2A agonist -9 and PDI inh 0.
Screening O=C(O)c1ccc([N+](=O)[O-])cc1-c1cc([N+](=O)[O-])ccc1C(=O)O returned ABCB6 inh MLPCN 93, ABHD5 PLIN5 PPI 5, Exocytosis inh -7, CaV13 FRET inh -5, MC4R ag barr -1.5, H9c2 protect 0, N-glyco inh 1, MC4R antag cAMP -2, m5-HT2A agonist 4 and PDI inh 5.
For CN(C(=O)C1CCN(S(=O)(=O)c2cccs2)CC1)C1CCCCC1 the results were ABCB6 inh MLPCN 100, ABHD5 PLIN5 PPI 3, Exocytosis inh 1, CaV13 FRET inh -8, MC4R ag barr -1.1, H9c2 protect 3, N-glyco inh -3, MC4R antag cAMP 2, m5-HT2A agonist 11 and PDI inh 0.
CSc1ccc(CNC(=O)C2CCC(=O)N(CCc3ccc(Cl)cc3)C2)cc1 (configuration not stated) was read as ABCB6 inh MLPCN 97, ABHD5 PLIN5 PPI -3, Exocytosis inh 12, CaV13 FRET inh -10, MC4R ag barr 0.8, H9c2 protect -2, N-glyco inh -4, MC4R antag cAMP 0, m5-HT2A agonist 5 and PDI inh -1.
`O=C(NCc1cccnc1)c1ccc(NS(=O)(=O)c2ccccc2)cc1` gave ABCB6 inh MLPCN 97, ABHD5 PLIN5 PPI 13, Exocytosis inh 2, MC4R ag barr -2.0, H9c2 protect 3, N-glyco inh -1, MC4R antag cAMP 4, m5-HT2A agonist 0 and PDI inh -2.
For CCOC(=O)c1[nH]c(C)c(C(=O)OCC(=O)N2c3ccccc3CC2C)c1C (configuration not stated) the results were ABCB6 inh MLPCN 98, ABHD5 PLIN5 PPI -2, Exocytosis inh -1, CaV13 FRET inh -8, MC4R ag barr -0.1, H9c2 protect 12, N-glyco inh 3, MC4R antag cAMP 3, m5-HT2A agonist 1 and PDI inh 10.
For O=C(CNC(=O)c1cccs1)N/N=C/c1ccco1 the results were ABCB6 inh MLPCN 101, ABHD5 PLIN5 PPI -2, Exocytosis inh -2, CaV13 FRET inh 15, MC4R ag barr -1.1, H9c2 protect 2, N-glyco inh 1, MC4R antag cAMP 12, m5-HT2A agonist 2 and PDI inh 1.
For CCOc1ccsc1C(=O)NNC(=O)c1ccco1 the results were ABCB6 inh MLPCN 98, ABHD5 PLIN5 PPI 8, Exocytosis inh 1, MC4R ag barr 0.6, H9c2 protect 2, N-glyco inh 1, MC4R antag cAMP 7, m5-HT2A agonist -3 and PDI inh 8.
`N#Cc1c2ccc(OCC(=O)NCc3ccco3)cc2n2ccccc12` gave ABCB6 inh MLPCN 99, ABHD5 PLIN5 PPI 6, Exocytosis inh 5, CaV13 FRET inh -9, MC4R ag barr 14*, H9c2 protect 9, N-glyco inh 0, MC4R antag cAMP 12, m5-HT2A agonist -3 and PDI inh 4.
`COc1ccc(-c2c3c(nc4sc(C(=O)Nc5ccccc5)c(N)c24)CCC3)cc1` gave ABCB6 inh MLPCN 99, ABHD5 PLIN5 PPI -4, Exocytosis inh 0, CaV13 FRET inh -8, MC4R ag barr 0.9, H9c2 protect 6, N-glyco inh -4, MC4R antag cAMP 0, m5-HT2A agonist 1 and PDI inh 7.
`CCN(c1ccccc1)S(=O)(=O)c1ccc(OCC(=O)N2CCCC2)cc1` gave ABCB6 inh MLPCN 108, ABHD5 PLIN5 PPI 6, Exocytosis inh -1, CaV13 FRET inh -3, MC4R ag barr -0.8, H9c2 protect -2, N-glyco inh 1, MC4R antag cAMP -1, m5-HT2A agonist 11 and PDI inh 1.
For Cc1cccc(OCCCSc2nc3ccccc3[nH]2)c1 the results were ABCB6 inh MLPCN 94, ABHD5 PLIN5 PPI 1, Exocytosis inh 0, MC4R ag barr -0.6, H9c2 protect -25, MC4R antag cAMP 4, m5-HT2A agonist -4 and PDI inh 5.
For CC(C)C1C(=O)N(Cc2cn(CCC3OCCO3)nn2)CCS(=O)(=O)N1Cc1ccc(-c2ccncc2)cc1 (configuration not stated) the results were ABCB6 inh MLPCN 101, ABHD5 PLIN5 PPI -8, Exocytosis inh 4, CaV13 FRET inh -9, MC4R ag barr 1.7, H9c2 protect 9, N-glyco inh 11, MC4R antag cAMP 16, m5-HT2A agonist 2 and PDI inh 0.
NC(=O)NOCc1ccc(F)cc1Cl was read as ABCB6 inh MLPCN 98, ABHD5 PLIN5 PPI -3, Exocytosis inh 4, CaV13 FRET inh 5, MC4R ag barr -1.2, H9c2 protect 3, N-glyco inh 2, MC4R antag cAMP -3, m5-HT2A agonist -3 and PDI inh 1.
CCOc1ccc(C(=O)Nc2cccc(-c3nc4ccccc4[nH]3)c2C)cc1[N+](=O)[O-] was read as ABCB6 inh MLPCN 101, ABHD5 PLIN5 PPI 12, Exocytosis inh -1, MC4R ag barr 0.2, H9c2 protect 4, N-glyco inh 3, MC4R antag cAMP -2, m5-HT2A agonist -2 and PDI inh 2.
Screening COCC(=O)N(C)c1nnc(-c2cnccn2)s1 returned ABCB6 inh MLPCN 94, ABHD5 PLIN5 PPI -2, Exocytosis inh -1, CaV13 FRET inh -4, MC4R ag barr -1.5, H9c2 protect -4, N-glyco inh 2, MC4R antag cAMP 1, m5-HT2A agonist 3 and PDI inh -1.
COc1ccccc1C(=O)NCCNc1ccc([N+](=O)[O-])cc1Cl was read as ABCB6 inh MLPCN 98, ABHD5 PLIN5 PPI -30, Exocytosis inh 20, CaV13 FRET inh 12, MC4R ag barr -2.2, H9c2 protect 4, N-glyco inh 1, MC4R antag cAMP -6, m5-HT2A agonist 1 and PDI inh -7.
COc1ccc(CNC(=O)CN2CCN(c3ccc(F)cc3)CC2)cc1 was read as ABCB6 inh MLPCN 96, ABHD5 PLIN5 PPI 2, Exocytosis inh 4, CaV13 FRET inh -20, MC4R ag barr -0.3, H9c2 protect 0, N-glyco inh 3, MC4R antag cAMP 6, m5-HT2A agonist 1 and PDI inh -4.
